# STK33 inh: inhibitors of purified STK33 kinase, primary screen, biochemical, ADP-Glo luminescence, homogeneous, cell-free. AID 2661, 2010. 320,000 tested, 0.073% active. MBP phosphorylation. inhibition, % at 10 µM;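 active = inhibition at or above 25%, using the most active replicate where run in duplicate; inactive = inhibition below 25%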
# Target sequence (Q9BYT3 whole entry, looked up): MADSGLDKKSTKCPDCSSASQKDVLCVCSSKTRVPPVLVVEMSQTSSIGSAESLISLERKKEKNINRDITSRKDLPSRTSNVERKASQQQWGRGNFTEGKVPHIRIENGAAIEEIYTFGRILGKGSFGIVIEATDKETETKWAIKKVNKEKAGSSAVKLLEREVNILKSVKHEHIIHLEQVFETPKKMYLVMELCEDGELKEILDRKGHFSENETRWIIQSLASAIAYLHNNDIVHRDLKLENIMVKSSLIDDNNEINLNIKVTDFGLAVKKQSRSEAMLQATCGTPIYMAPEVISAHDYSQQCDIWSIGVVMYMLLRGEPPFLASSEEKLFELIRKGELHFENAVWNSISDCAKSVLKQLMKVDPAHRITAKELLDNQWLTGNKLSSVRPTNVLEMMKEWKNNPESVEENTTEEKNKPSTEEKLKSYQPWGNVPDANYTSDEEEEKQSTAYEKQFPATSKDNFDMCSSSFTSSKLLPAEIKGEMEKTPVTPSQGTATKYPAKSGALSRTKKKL
# OX1R antag-1: antagonists of human orexin 1 receptor (OX1R) | 330,000 tested, 1.8% active | inhibition, % at 6.6 µM | Orexin/Hypocretin receptor type 1 (Homo sapiens), O43613 | AID 485270, 2010 | OX1R-expressing cells, FRET antagonist read-out; in the data active = inhibition mostly above about 38%, no sharp cut-off; inactive = mostly below about 40%;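 also: 0% = agonist challenge alone and 100% = reference antagonist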
# Target sequence (O43613 whole entry, looked up): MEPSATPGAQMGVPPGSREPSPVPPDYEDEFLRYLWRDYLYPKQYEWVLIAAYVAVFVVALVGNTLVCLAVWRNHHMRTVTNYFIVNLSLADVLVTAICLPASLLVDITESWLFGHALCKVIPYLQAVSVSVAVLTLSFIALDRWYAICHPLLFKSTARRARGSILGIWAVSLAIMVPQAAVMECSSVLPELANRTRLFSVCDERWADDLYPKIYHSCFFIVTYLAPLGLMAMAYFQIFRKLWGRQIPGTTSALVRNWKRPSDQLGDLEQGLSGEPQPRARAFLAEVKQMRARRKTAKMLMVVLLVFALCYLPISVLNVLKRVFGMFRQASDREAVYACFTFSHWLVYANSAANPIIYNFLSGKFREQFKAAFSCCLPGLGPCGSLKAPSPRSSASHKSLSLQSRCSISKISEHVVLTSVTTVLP
# OX1R antag-2: OX1R (HCRTR1) antagonists, primary screen, fluorescence, CHO/OX1R cells, Fluo-8 calcium, orexin A | inhibition, % at 5 µM | 330,000 tested, 0.43% active | AID 434989, 2010 | Fluo-8 calcium fluorescence | Orexin/Hypocretin receptor type 1 (Homo sapiens), O43613;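 active = inhibition above its plate's threshold, mean inhibition of all tested compounds on the plate plus 3 SD, cut at about 37% in these data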;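 also: 0% = orexin A challenge wells and 100% = SB-334867-A antagonist wells; not every result past the cut was called active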
# An asterisk follows results filed as active; . = not tested or not shown.
# Sample of the layout (7 entries):
STK33 inh	molecule	OX1R antag-1	OX1R antag-2
-0.6	CCOC(=O)COc1cc(-n2c(=S)[nH]c3ccccc3c2=O)c(Cl)cc1Cl	25	-31
-0.2	N#Cc1c(-c2ccco2)ccn(Cc2ccc(F)cc2)c1=O	39	-13
0.3	O=C(NNc1ccccc1C(F)(F)F)c1sccc1Br	12	-20
-1.1	Cc1cccc(C)c1NC(=O)CN(C)C(=O)c1ccccc1Sc1ccccc1C#N	5	-16
-2.2	CCN(Cc1ccccc1)C(=O)CCNS(=O)(=O)c1ccc2c(c1)CC(C)N2C(C)=O (configuration not stated)	-3	-33
-0.4	CC(C)(C)NC(=O)c1ccc2c(c1)C1C3CCC(C3)C1C(c1ccccc1)N2 (configuration not stated)	8	-30
-1.6	O=C(Cn1nnnc1CN1CCOCC1)N1CCC(c2cccc(Cl)c2)C1 (configuration not stated)	7	1

# All compounds of this part, from the first entry:
STK33 inh	molecule	OX1R antag-1	OX1R antag-2
-0.6	CCOC(=O)COc1cc(-n2c(=S)[nH]c3ccccc3c2=O)c(Cl)cc1Cl	25	-31
-0.2	N#Cc1c(-c2ccco2)ccn(Cc2ccc(F)cc2)c1=O	39	-13
0.3	O=C(NNc1ccccc1C(F)(F)F)c1sccc1Br	12	-20
-1.1	Cc1cccc(C)c1NC(=O)CN(C)C(=O)c1ccccc1Sc1ccccc1C#N	5	-16
-2.2	CCN(Cc1ccccc1)C(=O)CCNS(=O)(=O)c1ccc2c(c1)CC(C)N2C(C)=O (configuration not stated)	-3	-33
-0.4	CC(C)(C)NC(=O)c1ccc2c(c1)C1C3CCC(C3)C1C(c1ccccc1)N2 (configuration not stated)	8	-30
-1.6	O=C(Cn1nnnc1CN1CCOCC1)N1CCC(c2cccc(Cl)c2)C1 (configuration not stated)	7	1
-1.2	Cc1ccc(N(C)C(=O)c2cc(S(=O)(=O)N3CCCCC3)c[nH]2)cc1	6	-11
-0.1	CC(=O)Nc1ccc(S(=O)(=O)N2CCN(S(=O)(=O)c3ccc(F)c(F)c3F)CC2)cc1	3	-2
-0.8	O=S(=O)(Cc1ccccc1Cl)NCCc1ccc(F)cc1	19	-11
-0.9	O=C(c1ccccc1)N1CCN(S(=O)(=O)c2ccc(Cl)c(C(F)(F)F)c2)CC1	8	4
-0.9	CCOC(=O)N1CCN(C(=O)COC(=O)C2CCN(S(=O)(=O)c3c(Cl)cccc3Cl)CC2)CC1	13	-16
-0.1	COc1ccc(OCc2cc(C(=O)N(C)Cc3nccn3C)no2)c2ccccc12	26	-30
-0.9	CN(CCO)c1cc(N2CCN(C(=O)c3ccco3)CC2)c2nonc2c1[N+](=O)[O-]	107*	2
-0.1	O=C(C1CCCN(S(=O)(=O)c2ccccc2)C1)N1CCCCC1 (configuration not stated)	28	-17
-0.3	Cc1ccc2nc3nc(NCC4CCCO4)c(C(=O)NC4CCCCC4)cc3c(=O)n2c1 (configuration not stated)	25	-13
2.2	CC(C)Cn1c(=O)c(C(=O)Nc2ccncc2)c(O)c2ccccc21	9	-17
-0.4	C=CCn1c(SCc2cc(=O)n3cc(C)ccc3n2)nnc1-c1cccc(C)c1	26	-10
-0.6	O=C(COc1ccccc1)Nc1ccc(N2CCN(C(=O)c3ccco3)CC2)cc1	7	-22
-1.4	COc1ccc(C(=O)Nc2cccc3ccccc23)cc1	22	-10
-2.9	CCc1c(C)sc(NC(=O)Cn2nc(C)c([N+](=O)[O-])c2C)c1C(N)=O	14	-4
4.1	CCSc1nc(N)c2c3c(sc2n1)CN(C)CC3	17	-16
-0.3	O=C(O)Cn1nc(-c2ccc(Cl)cc2)ccc1=O	4	-7
-1.0	FC(F)(F)c1ccc(C2[C@H]3CN(Cc4cccnc4)[C@H](c4ccccc4)C34CC2(c2cccnc2)C4)cc1 (some centres not stated)	23	-38
1.5	O=[N+]([O-])c1ncc(Br)cc1Nc1ccccc1	54*	-20
1.5	CCCOC1CCCN(C(=O)c2ccc3oc(C(C)C)nc3c2)C1 (configuration not stated)	6	-51
-1.1	CCOc1ccc(-c2nnn(CC(=O)NCc3ccco3)n2)cc1	7	-16
-0.4	CCc1nnc(NC(=O)CSc2nnc(COc3cccc(C)c3)o2)s1	9	-18
-1.8	Cc1ccc(NC(=O)Cn2nnc(C(=O)NCc3ccc(Cl)cc3)c2N)cc1F	-3	2
-0.4	O=C(O)/C=C/C(=O)Nc1c(F)cccc1F	4	-8
-1.3	N=c1n(CC(=O)O)c2ccccc2n1Cc1ccccc1Cl	13	-2
-1.3	COc1ccc2c(c1)CCCC2NS(=O)(=O)OCC(Cl)(Cl)Cl (configuration not stated)	12	-35
-0.7	CCOC(=O)C1(Cc2ccccc2)CCN(Cc2ccc(C3CCCCO3)s2)CC1 (configuration not stated)	14	-13
-1.0	C=CCN(c1ccccc1)S(=O)(=O)c1ccc2c(c1)oc(=O)n2C	6	-4
-0.2	O=C(Nc1cccc(NC(=O)c2ccco2)c1)c1cccc(Br)c1	45	-10
2.5	CN(C)CCNc1ccc(-c2nn(C)c(=O)c3ccccc23)cc1[N+](=O)[O-]	42*	-14
0.3	CC(=O)Nc1ccc(NC(=O)CS(=O)(=O)c2cn(CC(=O)N3CCC(C)CC3)c3ccccc23)cc1	14	-17
-1.5	CC(=O)N1N=C(c2ccc(Br)cc2)CC1c1cn(C)c2ccccc12 (configuration not stated)	23	-11
.	CCCC(=O)NC(c1ccc(N(C)C)cc1)c1c(O)ccc2ccccc12 (configuration not stated)	14	-15
2.0	CC1(c2ccccc2)NC(=O)N(CC(=O)N(c2ccccc2)C2CCS(=O)(=O)C2)C1=O (configuration not stated)	0	-8
-0.6	CCOc1ccc2c(c1)c(C(C)=O)c(C)n2-c1ccccc1	17	-32
0.1	CC(=O)OCc1nc2sc3c(c2c(=O)[nH]1)CCCC3	16	-17
.	C[C@@H]1[C@H]2CCCC[C@H]2CN(C(=O)OC(C)(C)C)[C@@H]1CC(=O)c1ccccc1	12	-29
0.7	CC(=O)Nc1nc(SCc2ccc(Cl)cc2Cl)n[nH]1	3	-13
0.6	O=C(NCCSc1c[nH]c2ccccc12)C1CC1	9	-14
-0.4	COc1ccccc1N1CCN(C(=O)c2cc3n(n2)C(C(F)(F)F)CC(c2ccco2)N3)CC1 (configuration not stated)	5	-5
-1.9	CCOc1ccc(/C=C2\N=C(c3cccs3)OC2=O)cc1OC	3	-13
6.2	CCc1cc(=O)oc2c(C)c(OCC(=O)N3CC[C@@]4(O)CCCC[C@H]4C3)ccc12	14	-9
-1.7	CC(C)(C)N1CC2(c3ccccc3)CN(C(C)(C)C)CC(c3ccccc3)(C1)C2=O	13	-6
-0.1	COc1ccc(C(=O)NCCCN2CCCC2=O)cc1	20	-5
-1.7	Cc1cc(NC(=O)Cc2csc(-c3ccccc3)n2)ccc1Br	28	-19
-3.0	O=S(=O)(Nc1ccc(OC(F)(F)F)cc1)c1cccc2nonc12	18	-4
0.3	Oc1cccc(/C=N/Nc2cc(N3CCCC3)nc(N3CCCC3)n2)c1	15	-21
-2.1	O=C(c1cccc(COc2cccc3ccccc23)c1)N1CCCC1	9	-43
-0.2	CC(C)(C)c1ccc(C(=O)CCCSC2=C(C#N)C(c3ccco3)C3=C(CCCC3=O)N2)cc1 (configuration not stated)	17	-10
-0.7	Cc1ccccc1/C=N/NC(=O)c1ccc(-n2cnnn2)cc1	6	-1

# Continuation:
STK33 inh	molecule	OX1R antag-1	OX1R antag-2
-0.4	NNC(=O)CN(CCc1ccccc1)S(=O)(=O)c1ccc(Cl)cc1	-2	-36
-1.3	Cc1cc(C(=O)O)cc(S(=O)(=O)N2CCOCC2)c1C	7	0
1.4	O=C(Nc1ccccc1[N+](=O)[O-])c1cc2ccccc2nc1Cl	11	-2
-0.8	CC(=O)Nc1cc(C(=O)N2CCCC2)ccc1S(=O)(=O)c1ccc(Cl)cc1	15	-14
-0.5	COc1ccc(S(=O)(=O)NC(C)C(=O)N2CCCCCC2)cc1 (configuration not stated)	0	-16
0.0	O=C(NCc1ccco1)/C(=C\c1ccc(F)cc1)NC(=O)c1ccco1	11	2
-0.3	CN(C)c1ccc(-c2cc3ccccc3c(=O)o2)cc1	41	8
.	COc1cccc(NC(=O)Cn2cc(C(=O)C3CC3)c3ccccc32)c1	22	-15

# Limited to OX1R antag-2 and OX1R antag-1, for some of the entries so far:
Compound | OX1R antag-2 | OX1R antag-1
Cc1cc(C(=O)O)cc(S(=O)(=O)N2CCOCC2)c1C | 0 | 7
O=C(Nc1ccccc1[N+](=O)[O-])c1cc2ccccc2nc1Cl | -2 | 11
CC(=O)Nc1cc(C(=O)N2CCCC2)ccc1S(=O)(=O)c1ccc(Cl)cc1 | -14 | 15
COc1ccc(S(=O)(=O)NC(C)C(=O)N2CCCCCC2)cc1 (configuration not stated) | -16 | 0
O=C(NCc1ccco1)/C(=C\c1ccc(F)cc1)NC(=O)c1ccco1 | 2 | 11
CN(C)c1ccc(-c2cc3ccccc3c(=O)o2)cc1 | 8 | 41

# Further entries follow:
STK33 inh	molecule	OX1R antag-1	OX1R antag-2
0.1	CCOC(=O)N1CCc2c(sc(NC(=O)CN3CCOCC3)c2C(=O)Nc2ccccc2)C1	13	-29
-0.4	O=C(NC(c1ccccc1)c1ccccc1)N1CCOCC1	12	-25
-0.5	Cc1ccc(=O)n(C(C(=O)NCc2ccco2)C(=O)c2ccc(F)cc2)c1 (configuration not stated)	-1	-16
0.2	O=C(NC(=S)Nc1cc(C(F)(F)F)ccc1N1CCOCC1)c1ccco1	-2	-21
-2.0	O=C(NC1CCCCC1)N1CCN(c2nc(-c3ccccc3)cs2)CC1	21	-8
1.3	O=c1c2ccccc2nc(SCc2ccc([N+](=O)[O-])cc2)n1-c1ccccc1	9	-11
0.2	CNC(C)c1cc(OC)ccc1OC (configuration not stated)	19	8
1.7	COc1cc(NC(=O)COC(=O)c2ccc(S(=O)(=O)N3CC(C)CC(C)C3)cc2)c(C)cc1[N+](=O)[O-] (configuration not stated)	13	-23
-0.5	Cc1cc(C)cc(N2C(=O)CC(c3ccccc3)CC2=O)c1	-1	2
0.1	COc1ccccc1C(=O)N1CCN(c2nc3cc(C)c(C)cc3cc2C#N)CC1	48	17
0.7	CC(C)C(c1nnnn1Cc1cccs1)N1CCN(C2CCCC2)CC1 (configuration not stated)	25	-21
-0.6	O=C(C1=C[C@@H](c2ccc3c(c2)OCO3)C[C@@H](OCc2ccc(CO)cc2)O1)N1CCOCC1	25	-9
-0.8	CC1CCN(C(=O)CN2C(=O)C(=O)c3ccccc32)CC1	6	-26
-0.8	CC(=O)OCC(=O)C1(O)CCC2C3CCC4=CC(=O)C=CC4(C)C3C(O)CC21C (configuration not stated)	1	-9
-1.5	O=C1OCCC1Sc1nnc(-c2ccc(Cl)cc2Cl)o1 (configuration not stated)	2	-10
-0.3	Cc1ccccc1C(=O)NC(C(N)=O)P(=O)(OC(C)C)OC(C)C (configuration not stated)	5	-22
0.3	O=C(NCCN1CCOCC1)C(=O)c1c[nH]c2ccccc12	3	-9
-0.3	Cc1cc(C)n(C2=NS(=O)(=O)c3ccccc32)n1	7	-13
9.8	COc1ccc(CCNC(=O)CCc2nc3sc4c(c3c(=O)[nH]2)CCCC4)cc1	20	-9
1.1	CCOC(=O)c1c(C)n(C(=O)c2ccco2)c(=O)n1C(=O)c1ccco1	7	11
0.4	COc1cc(CNn2c(C)n[nH]c2=S)cc(Cl)c1OCC(=O)NC(C)(C)C	33	-23
-1.4	Cc1ccc(C(=O)Nc2ccc(F)cc2)cc1NC1=NC2CS(=O)(=O)CC2S1 (configuration not stated)	7	-4
1.3	CNc1ccccc1C(C)(C)c1cc(-c2ccco2)n[nH]1	13	-37
13	O=C(CN1C(=O)CSc2ncccc21)N1CCOCC1	13	-4
-0.1	COCCn1c(=NC(=O)CSCC(=O)NC2CCCCC2)sc2cc(OC)ccc21	10	-15
0.5	CCOC(=O)/C(=N\Nc1cc(Cl)ccc1Cl)N1CCOCC1	12	-26
0.6	CCN1C(=O)CC(C(=O)O)SC1=Nc1ccc(OC)cc1 (configuration not stated)	14	-4
-0.6	CCNc1nc(NCC)nc(N(C#N)C(C)C)n1	12	-3
.	CCc1cccc(C)c1NC(=O)CN(C)Cc1cccc(F)c1	19	-15
-1.7	Cc1ccc(CCNC(=O)CN(C)S(=O)(=O)c2ccc3c(c2)c(=O)n(C)c(=O)n3C)cc1	8	-23
-0.4	Cc1ccn2c(=O)c(NC(=O)COc3ccccc3)c(C)nc2c1	14	-4
0.5	CCn1c(SCC(=O)NCc2ccc(F)cc2)nc2c(c1=O)SC(C)C2 (configuration not stated)	7	-29
-1.7	Cc1ccc(C(=O)Nc2ncc(Cc3ccc(SC(F)F)cc3)s2)cc1	6	6
-0.4	CCCC1(c2ccccc2)NC(=O)N(CC(=O)N2CC(=O)Nc3ccccc32)C1=O (configuration not stated)	-6	-1
-0.8	O=C(CSc1nc(=O)n2ccccc2n1)NCc1ccccc1Cl	4	-10

# Assay outcomes as filed in PubChem.

# Not a hit list; 2.2% or so of the library scored in one or more.
